S2 tox: viability counter-screen for ATXN expression inhibitors; S2 cells (HEK-293 line with an ATXN2-luciferase reporter) viability, CellTiter-Fluor protease fluorescence, 24 h; Potency, µM (series often up to 56.7 µM), hits mostly cytotoxic; 400,000 compounds, 0.49% hits; note: potency is the fitted concentration of half-maximal effect; nearly all actives have a fitted effect of over 40% in size
Nrf2 ARE act: Nrf2 pathway activation; 410,000 compounds, 0.31% hits; Potency, µM (highest dose often 46.1 µM), for the others: at the highest dose activation, most hits filed as activators; AID 624171; AREc32 ARE-luciferase reporter (MCF7-derived line), luminescence, 24 h; note: potency is the fitted concentration of half-maximal effect; % of control where 0% means no effect; nearly all actives have a fitted effect of over 65% in size
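Luminescent ARE reporter assay in AREc32_Fluc cells: overnight plating at 37 deg C, 24 hr compound incubation, Steady-Glo added, 30 min RT before reading.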
MCF10A rerep: DNA re-replication induction in MCF 10a cells. MCF 10A DNA re-replication, Hoechst nuclear intensity, 48 h. Potency, µM (highest dose often 46.1 µM), for the others: at the top dose activity, positive = re-replication, hits mostly activators. 350,000 compounds, 2.9% hits; note: potency is the fitted concentration of half-maximal effect; % of control where 0% means no effect; nearly all actives have a fitted effect of over 50% in size
ATXN2 expr inh: inhibitors of ATXN2 expression | HEK-293 ATXN2-luciferase reporter, luminescence, 24 h | Potency, µM (top dose mostly 57 µM), without a hit: at the highest dose activity change, negative = inhibition, hits mostly inhibitors | 360,000 compounds, 0.72% hits; note: potency is the fitted concentration of half-maximal effect; % is set by controls: 0 for no effect and ±100 for the full control effect; nearly all actives have a fitted effect of over 55% in size
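ATXN2-luciferase reporter cells (luciferase flanked by upstream and downstream ATXN2 gene portions) were treated 24 h at 37 °C with compounds at up to 57 uM. SteadyGlo luminescence gave expression; GF-AFC fluorescence gave viability.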
HepG2 tox: HepG2 cytotoxicity, counter-screen for TGF-b inhibitors. Potency, µM (highest dose often 46.1 µM), for the others: at the highest dose activity change, negative = cytotoxicity, actives largely listed as cytotoxic. HepG2 CAGA-GFP viability, ATP luminescence, 18 h. 410,000 compounds, 0.76% hits; note: potency is the fitted concentration of half-maximal effect; some results filed as inactive show a strong effect at the top dose
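HepG2 CAGA-GFP cells (1000/well, DMEM with 1% FBS) received compound, then TGF-beta at 500 pg/mL final, and were incubated 18 hours at 37 degrees C. Viability was read by CellTiter-Glo luminescence. Media-only wells were set as complete cell-killing and DMSO as no toxicity.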
TGFb SMAD3 inh: blocks TGF-b signaling; Potency, µM (series often up to 46.1 µM), for the others: top-dose activity, negative = inhibition, most hits filed as inhibitors; HepG2 CAGA-GFP TGF-b/SMAD3 reporter, GFP fluorescence, 18 h; TGF-beta stimulated, 500 pg/mL final; 410,000 compounds, 1.2% hits; note: potency is the fitted concentration of half-maximal effect; % is set by controls: 0 for no effect and ±100 for the full control effect; nearly all actives have a fitted effect of over 65% in size
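Cell-based qHTS in HEPG2 carrying a CAGA-GFP Smad reporter; compounds added before 500 pg/mL final TGF-beta, 18 h incubation at 37 degrees C, GFP fluorescence quantified per cell by imaging cytometry.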
A549 viability: counter-screen for Nrf2 inhibitors: cytotoxicity in A549 cells; A549 ARE-Fluc cells, CellTiter-Fluor viability, 18-24 h; Potency, µM (series often up to 46 µM), without a hit: at the top dose activity change, negative = cytotoxicity, actives largely listed as inhibitors; 390,000 compounds, 0.16% hits; note: potency is the fitted concentration of half-maximal effect; % is set by controls: 0 for no effect and ±100 for the full control effect
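Cytotoxicity counterscreen: CellTiter-Fluor fluorescence was measured in A549 ARE_Fluc cells after 18-24 h of compound exposure in a concentration series. The subsequent BugLite luminescent read reports ARE-luciferase activity.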
Nrf2 block: inhibitors of Nrf2 signaling. A549 ARE-Fluc reporter, luciferase luminescence, 18-24 h. Potency, µM (titrated, usually from 46 µM), without a hit: top-dose activity change, negative = inhibition, actives largely listed as inhibitors. 360,000 compounds, 2.1% hits; note: potency is the fitted concentration of half-maximal effect; % is set by controls: 0 for no effect and ±100 for the full control effect; nearly all actives have a fitted effect of over 60% in size
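Quantitative HTS in A549 cells stably bearing an antioxidant response element-firefly luciferase construct. Inhibition of Nrf2-driven transcription was scored by luminescence after 18-24 h of compound exposure at 37 °C.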
IL1B secr inh: inflammasome signaling inhibition, IL-1 beta readout; THP-1 LPS/ATP IL-1B secretion, AlphaLISA, 16 h; active compounds read low; activity change, % at 57.5 µM; 360,000 compounds, 4.7% hits; in the data active = activity change below about -50%; inconclusive = mostly about -30% to -49%; note: % is set by controls: 0 for no effect and ±100 for the full control effect
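Secreted IL-1B measured by AlphaLISA bead assay after 16 h compound exposure of THP-1 cells; compounds (final up to 57.5 uM) added 1 h before LPS (250 ng/mL) and ATP (1.25 mM) stimulation; lower signal means less secretion.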
An asterisk follows results filed as active; i = inactive; ? = inconclusive; nt = no result given; & = joins results of further samples; [ ] = remark or other dose. Unless noted, calls come from the whole dose curve; as a rule, active = well fitted curve in the direction sought with a large enough effect; inconclusive = small, poorly fitted or top-dose-only effect, or another doubt; inactive = no such curve, though single readings can be large; an effect the other way counts as inactive or inconclusive.

canonical_smiles	Nrf2 ARE act	HepG2 tox	IL1B secr inh	ATXN2 expr inh	S2 tox	TGFb SMAD3 inh	Nrf2 block	MCF10A rerep	A549 viability
O=C(NCCN1CCOCC1)c1ccc(NS(=O)(=O)c2ccccc2)cc1	-0.2%	3.0%	i	5.3%	i	1.2%	-12.1%	-14.8%	-13.6%
Cc1cc(=O)oc2cc(OCC(=O)N3CCCc4ccccc43)ccc12	0.7%	-27.6%	?	0.4%	i	0.0%	-16.0%	-11.1%	-8.4%
COc1ccc(Cl)cc1NC(=O)CN(C)C(=O)c1cccc(-n2cnnn2)c1	-0.6%	-4.2%	-11.4	-5.9%	i	9.2%	-16.7%	-9.4%	0.4%
CSC(=NS(=O)(=O)c1ccccc1)SC	1.9%	-0.5%	-18.8	-2.8%	i	24.1%	10.8%	6.0%	-7.5%
CN(C)CCN1C(=O)c2oc3ccccc3c(=O)c2C1c1cccc(Br)c1 (stereo not given)	18.8%	3.4%	-16.1	-0.6%	i	17.3%	nt	-0.2%	-5.4%
Cc1c(NC(=O)c2ccc(-c3ccccc3)cc2)cccc1C(=O)O	-2.6%	0.7%	26.1	-2.4%	i	3.1%	?	-9.5%	2.7%
CC(Cc1n[nH]c(=S)n1N)c1ccccc1 (stereo not given)	0.3%	-0.1%	3.7	-1.6%	i	8.7%	4.9%	-20.2%	-3.8%
Cn1c(=O)c2c(-c3ccccc3)n(-n3cnnc3)cc2n(C)c1=O	19.8%	-20.1%	-16.6	9.7%	?	?	-17.1%	11.0%	-11.8%
N#Cc1c(NC(=O)c2ccco2)sc2c1CCC2	?	-25.3%	-14.7	0.0%	i	-24.8%	?	-8.8%	0.2%
Cc1cc(C)c(S(=O)(=O)N2CCOC2CNC(=O)C(=O)NCc2ccccn2)c(C)c1 (stereo not given)	0.1%	-39.3%	0.2	2.5%	i	0.0%	-0.6%	-3.6%	5.8%
CC1(C(=O)NCc2cc(F)cc(C(F)(F)F)c2)C=CC2(CCCCC2)N1C(=O)c1ccccc1 (stereo not given)	-0.6%	-17.0%	-27.2	-20.0%	i	?	6.8%	?	-6.7%
COC(=O)c1cccc(NC(=O)CC2NCCNC2=O)c1 (stereo not given)	-0.8%	-2.2%	-8.9	nt	i	-19.6%	-21.9%	-0.8%	0.4%
CCCS(=O)(=O)c1nc(S(=O)(=O)c2ccc(C)cc2)c(N2CCCC2)s1	2.4%	-62.1%	-11.3	5.4%	i	-1.4%	-17.3%	-4.6%	-7.1%
COc1cc2ncnc(NCc3ccc4c(c3)OCO4)c2cc1OC	-0.6%	3.1%	-12.1	nt	i	18.2%	?	1.9%	-0.2%
COc1ccc(CNC(=O)CCc2c(C)nn(-c3ccc(N4CCCC4)nn3)c2C)c(OC)c1	-0.7%	-3.7%	nt	nt	nt	-24.6%	-8.0%	nt	2.0%

Next section (3 carried over from the part before).
canonical_smiles	Nrf2 ARE act	HepG2 tox	IL1B secr inh	ATXN2 expr inh	S2 tox	TGFb SMAD3 inh	Nrf2 block	MCF10A rerep	A549 viability
CCCS(=O)(=O)c1nc(S(=O)(=O)c2ccc(C)cc2)c(N2CCCC2)s1	2.4%	-62.1%	-11.3	5.4%	i	-1.4%	-17.3%	-4.6%	-7.1%
COc1cc2ncnc(NCc3ccc4c(c3)OCO4)c2cc1OC	-0.6%	3.1%	-12.1	nt	i	18.2%	?	1.9%	-0.2%
COc1ccc(CNC(=O)CCc2c(C)nn(-c3ccc(N4CCCC4)nn3)c2C)c(OC)c1	-0.7%	-3.7%	nt	nt	nt	-24.6%	-8.0%	nt	2.0%
N#Cc1ccccc1NC(=O)CNc1ccccc1N1CCCCC1	2.6%	4.1%	0.0	-0.1%	i	?	8.9%	?	1.5%
O=C(Nc1cc(C(F)(F)F)ccc1N1CCCC1)C1CC(=O)N(Cc2ccccc2)C1 (stereo not given)	0.1%	-18.6%	-20.9	nt	i	-12.8%	nt	nt	nt
O=C(CSc1nncn2c1cc1sccc12)Nc1ccc(Br)cc1F	9.9%	-28.9%	nt	nt	nt	?	?	nt	1.0%
Cc1cc(Cl)c(S(=O)(=O)Nc2ccon2)cc1OCC(=O)NC1CCCCC1	-0.3%	-2.9%	0.0	2.6%	i	?	1.0%	-15.7%	-5.6%
COc1ccc(N2CCN(CCCNC(=O)C3CCCN(S(=O)(=O)c4cnc[nH]4)C3)CC2)cc1 (stereo not given)	-0.3%	-6.6%	-1.9	-1.2%	i	-1.7%	0.4%	1.7%	20.2%
C[C@H](CO)N1C[C@H](C)[C@@H](CN(C)S(=O)(=O)c2ccccc2)Oc2c(cccc2N(C)C)C1=O	0.2%	-5.1%	-8.6	8.3%	?	?	-0.8%	?	-8.3%
COc1ccc(OC)c(NC(=S)NCCN2CCOCC2)c1	0.0%	3.2%	2.8	-8.2%	i	?	2.8%	2.0%	2.1%
CCOC(=O)c1c(C)n(OCc2ccccc2)c2ccc3nonc3c12	-0.5%	-2.0%	-13.8	-11.8%	i	-19.3%	?	0.3%	-8.0%
CCCCn1nnnc1C(c1ccccc1)N1CCN(C(C)=O)CC1 (stereo not given)	-0.6%	nt	-1.8	5.8%	i	nt	nt	nt	nt
CCN(C(=O)CSc1nnc(-c2c[nH]c3ccccc23)n1C1CC1)C1CCS(=O)(=O)C1 (stereo not given)	-0.4%	1.9%	43.6	12.5%	i	-8.2%	2.8%	3.2%	-0.1%
O=C(Nc1ccc2c(c1)C(=O)OC2)c1ccc(F)cc1F	0.8%	9.0%	-9.2	16.5%	i	4.5%	0.6%	-9.0%	-0.5%
CCCc1cc(=O)n2[nH]c(C(F)(F)F)nc2n1	0.3%	14.5%	10.3	-10.2%[11.3 µM]	i	19.0%	-1.2%	-10.6%	-2.2%
Cc1cc(NC(=O)COC(=O)C2CC(=O)N(c3ccc(Br)cc3)C2)no1 (stereo not given)	-0.8%	-2.5%	7.1	-6.6%	i	13.6%	-10.6%	0.9%	?
Cc1c(Br)c([N+](=O)[O-])nn1CC(=O)Nc1ccc(C(N)=O)cc1	-0.7%	0.7%	0.0	nt	i	4.1%	-4.9%	-2.4%	-4.1%
CN(C)C(=O)c1nc2ccc(Cl)cn2c1CN1CCCC(OCc2cccnc2)C1 (stereo not given)	2.1%	4.6%	-3.1	nt	i	6.5%	5.0%	-1.3%	-3.4%

(further entries)
canonical_smiles	Nrf2 ARE act	HepG2 tox	IL1B secr inh	ATXN2 expr inh	S2 tox	TGFb SMAD3 inh	Nrf2 block	MCF10A rerep	A549 viability
O=C(COC(=O)c1ccccc1Br)Nc1ccc(F)cc1	-0.2%	9.2%	-16.9	51.6%[activator]	i	-27.6%	7.1%	10.6%	-2.9%
O=C(Nc1cccc2ccccc12)c1[nH]c(-c2ccccc2)c2c1C(=O)N(C1CC1)C2=O	-0.8%	-35.9%	-16.9	2.9%	i	0.5%	nt	nt	nt
CCc1cccc(OCC(=O)Nc2c[nH]c(=O)[nH]c2=O)c1	0.1%	-11.3%	-2.9	-34.6%	?	7.0%	4.7%	-4.6%	0.1%
C=CCn1c(=O)c(C#N)cc2c(=O)n3ccccc3nc21	2.1%	-2.3%	17.8	6.4%	nt	-27.1%	1.5%	?	?
CCOC(=O)Cn1c(S(=O)(=O)Cc2ccccc2)nc2ccccc21	-0.5%	-43.3%	14.6	-9.5%	i	?	?	2.2%	13.2%
Cc1ccc(NC(=O)COC(=O)c2ccco2)cc1C	-0.2%	15.7%	9.8	0.5%	i	-0.5%	10.1%	-6.6%	-5.1%
Cc1ccc(-c2cc(C(=O)N3CCN(c4ncccn4)CC3)c3cc(Br)ccc3n2)o1	6.8%	-19.1%	-6.4	-9.6%	nt	-13.2%	-8.2%	17.4%	-1.1%
O=C(COC(=O)c1ccc2ccccc2c1)Nc1ncc(C(F)(F)F)cc1Cl	-0.4%	13.0%	15.1	-8.4%	i	-1.1%	-7.8%	1.2%	-0.8%
CCOc1ccc(CCNC(=O)C2CC(=O)N(C3CCCC3)C2)cc1OCC (stereo not given)	-0.6%	0.9%	41.9	-2.3%	i	-7.7%	6.3%	-1.7%	1.1%
CCOc1ccc(C(=O)c2nc3c(n2O)CCCC3)cc1	-0.1%	-10.2%	-8.6	11.3%	i	-11.3%	1.8%	-2.0%	8.8%[1.84 µM]
COc1ccc(NC(=O)c2cc(S(=O)(=O)N3CCOCC3)cs2)cc1	2.3%	-5.7%	11.0	-6.9%	i	18.3%	?	-12.8%	1.4%
CCOc1ccc(CN2CCC(n3nccc3NC(=O)C3CC3)CC2)cc1CO	-0.6%	0.6%	15.5	0.2%	i	16.9%	0.1%	-0.8%	-1.4%
CCC(C)(C(=O)NC1CCCCC1)N(Cc1cccs1)C(=O)c1ccc(=O)[nH]c1 (stereo not given)	-0.6%	-5.9%	3.8	-2.6%	i	-9.5%	15.8%	-1.9%	0.0%
Cc1c(CCO)c(=O)[nH]n1C(=O)c1ccc(F)cc1	0.3%	-13.5%	-0.3	26.7%	i	-0.9%	?	3.0%	-0.1%
COCc1ccc(CN2CCc3c([nH]c4ccccc34)C2CC(C)C)o1 (stereo not given)	4.2%	-6.6%	-22.8	10.0%	i	-11.6%	0.5%	?	-4.9%
Cc1ccnc(NC(=O)CCC(=O)N(CC(=O)NCc2ccccc2)Cc2ccco2)c1	3.0%	-3.7%	0.7	4.1%	i	3.0%	-0.2%	?	0.7%
CN1CCN(/C=N/c2sc3c(c2C#N)CCCCC3)CC1	0.6%	-3.5%	3.4	57.3%[activator]	i	10.0%	?	25.1%	6.1%
O=C(CCCn1c(=O)c2cccn2c2cccnc21)NCCc1ccc(Cl)cc1	1.7%&-1.3%	11.3%&-26.8%	-26.6	-34.0%	i	?	?	-0.8%	4.7%&15.6%

Bioassay records: PubChem BioAssay, National Center for Advancing Translational Sciences (NCATS)

Random draw from the library, and some 8.8% of all compounds hit somewhere here.
